Vif imaging: HIV Vif self-association inhibitors, primary screen, imaging, HEK293T, single point; inhibition, % at 7.49 µM; hit rate 0.35% among 340,000; HEK293T cells, Vif self-association by quenched fluorescence, 24 h; in the data active = inhibition above about 50%, passing the limit was not always enough; inconclusive = no clear call, values can overlap the other calls; inactive = below about 31%; note: some results filed as inactive read as strong as hits
Cardio protect: cardioprotection against H2O2-induced cell death, primary screen, uHTS, H9c2 cells, ATPLite luminescence; H9c2 cardiomyocytes, H2O2 injury protection, 2 h; AID 588492, 2011; hit rate 0.63% among 360,000; protection from H2O2 cell death, % at 20 µM;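 active = compounds giving at least 50% protection of heart cells from peroxide-induced death in the single-dose screen, raw or plate-pattern-corrected value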;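 note: 0% = DMSO wells with peroxide and 100% = DMSO wells without peroxide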
N-glyco inh: increase of ERlucT glycosylation luciferase signal, primary screen, N-linked glycosylation inhibitor project, D54 ERlucT cells, luminescence, set 2; D54 ERlucT glycosylation luciferase reporter, 24 h; percent of 100 nM tunicamycin response; reporter increase, % at 12.5 µM; hit rate 0.23% among 360,000;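 active = mean luciferase reporter signal, scaled so untreated is 0 and the glycosylation-blocking control 100, at or above a set limit in every replicate; inconclusive = mean reaches the limit but not every replicate does; inactive = mean below the limit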;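 note: luciferase carries N-glycosylation sites so blocking glycosylation raises the light; 0% = median of neutral control wells and 100% = median of 100 nM tunicamycin wells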
PDI turbidity: inhibitors of human PDI, primary screen, biochemical, turbidity, single point, plate reader. Protein disulfide-isomerase (Homo sapiens), P07237. PDI insulin aggregation turbidity, A650, 90 min. inhibition, % at 10 µM. hit rate 0.052% among 350,000. AID 588391, 2011;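 active = mean inhibition across replicates of 30% or more, whatever share of single replicates reach that level; inconclusive = mean inhibition below 30% while every single replicate reaches 30%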;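 note: absorbance from insulin aggregation driven by PDI reduction with DTT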
CaV13 ICDI inh: Primary screen for inhibitors of IQ motif and Ca2+-dependent inactivation inhibitor domain binding in CACNA1D, Förster resonance energy transfer in living cells, …. HEK cells, CFP/YFP FRET ICDI-IQ, plate reader, 10 min; percent FRET-ratio fall versus neutral wells. inhibition, % at 12.3 µM. hit rate 0.098% among 340,000;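 active = mean replicate inhibition of at least 30% and at least 1% of replicates passing that level; inconclusive = only one of the two criteria is met; inactive = neither criterion is met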;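 note: 0% = median of the neutral control wells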
ABCB6 inh MLPCN: ABCB6 transporter inhibitors, primary screen, K562-ABCB6 cells, flow cytometry, MLPCN library; AID 602162, 2011; ATP-binding cassette sub-family B member 6 (Homo sapiens), Q9NP58; K562-ABCB6 porphyrin accumulation, 1 h; hits give low values; fluorescence ratio to DMSO, % at 10 µM; hit rate 0.19% among 360,000;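 active = fluorescence ratio to DMSO below 75%, the collection mean minus 3 SD; inconclusive = too few cells collected in the well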;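 note: signal is porphyrin accumulated inside mitochondria; 100% equals median channel fluorescence of DMSO control wells; lower ratio means ABCB6 inhibition with less porphyrin fluorescence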
m5-HT2A agonist: mouse Htr2a agonists via beta-arrestin recruitment, primary screen, cell-based, luminescence | 5-hydroxytryptamine receptor 2A (Mus musculus), P35363 | CHO-K1 mHTR2A beta-arrestin complementation; percent of 30 µM serotonin response | activation, % at 7.6 µM | hit rate 0.66% among 360,000;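 active = activation above a run cutoff, the mean activation of all tested compounds plus 3 SD, cut at about 14% in these data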;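 note: 0% = plate median of compound wells and 100% = 30 µM serotonin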
Target sequence (P35363 whole entry, looked up): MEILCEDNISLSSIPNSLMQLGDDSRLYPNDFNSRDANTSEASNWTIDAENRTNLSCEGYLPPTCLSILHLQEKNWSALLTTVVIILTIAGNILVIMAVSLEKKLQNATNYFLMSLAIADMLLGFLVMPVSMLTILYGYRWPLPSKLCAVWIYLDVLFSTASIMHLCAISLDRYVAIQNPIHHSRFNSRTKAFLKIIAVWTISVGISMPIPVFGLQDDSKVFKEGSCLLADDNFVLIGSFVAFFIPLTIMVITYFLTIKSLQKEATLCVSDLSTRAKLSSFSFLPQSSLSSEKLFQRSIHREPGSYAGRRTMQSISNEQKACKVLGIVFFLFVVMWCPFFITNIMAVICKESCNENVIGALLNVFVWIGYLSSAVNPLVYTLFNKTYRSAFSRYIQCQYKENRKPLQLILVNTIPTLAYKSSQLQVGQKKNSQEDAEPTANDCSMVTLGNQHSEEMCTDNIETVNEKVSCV
Exocytosis inh: LAMP-1 surface exposure blockers, TALL-104 cells – cell-based, flow cytometry, MLPCN library, primary screen | inhibition, % at 10 µM | hit rate 0.66% among 360,000 | AID 651702, 2012 | TALL-104 LAMP-1 surface exposure; cells stimulated with thapsigargin and PMA;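 active = inhibition above about 55%, limit read from the data; inconclusive = no clear call, values can overlap the other calls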
iPSC survival up: enhancers of single-cell hiPSC survival, primary screen, ATPlite luminescence; 100% = ROCK inhibitor wells, 0% = DMSO; survival enhancement, % at 20 µM; hit rate 0.044% among 360,000; AID 602274, 2012; in the data active = survival enhancement above about 18%;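 note: cells exposed to compounds for 16 hours before the ATP read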
aDG glyco up: activators of alpha-DG glycosylation, primary screen, uHTS, Pro5-aDG cells, AlphaScreen; alpha-DG glycosylation AlphaScreen (IIH6); 0% Pro5, 100% B10-LARGE cell signal; hit rate 0.22% among 360,000; activation, % at 10 µM;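 active = activation of at least 8% versus controls, or a plate z-score of at least 8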;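 note: Pro5 are CHO cells carrying HIG-tagged alpha-DG that lacks glycosylation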
* hit, by the source's call; ? = inconclusive; . = no result given. The list is partial. The share of hits here may be higher or lower than overall.

Abbreviations – A = Vif imaging; B = Cardio protect; C = N-glyco inh; D = PDI turbidity; E = CaV13 ICDI inh; F = ABCB6 inh MLPCN; G = m5-HT2A agonist; H = Exocytosis inh; I = iPSC survival up; J = aDG glyco up
1) CCOC(=O)Cc1csc(NC(=O)c2c(O)c3ccccc3n(CCC(C)C)c2=O)n1
  A: -2; B: -3; C: 2; D: -1; E: -17; F: 90; G: 2; H: -2; I: -2.7; J: 0.5
2) COC(=O)C1=C(c2cccc(OCc3ccccc3)c2)C[C@@H]2CC[C@H]1N2C(=O)NCc1cc(C)oc1C(F)(F)F
  A: -4; B: -2; C: -7; D: 5; E: -10; F: 97; G: -3; H: 15; I: -3.0; J: 0.1
3) CCN1CCN(c2cn[nH]c(=O)c2Cl)CC1
  A: 0; B: 2; C: 1; D: -1; E: -35; F: 102; G: 2; H: 2; I: 1.4; J: 0.0
4) CSc1nnc(C2CCNCC2)n1C
  A: -7; B: 2; C: 2; D: 2; E: -2; F: 96; G: 2; H: -2; I: 0.1; J: -0.3
5) Cc1cccc(-n2c(CN3C(=O)c4ccccc4C3=O)nc3ccccc3c2=O)n1
  A: 3; B: 15; C: -2; D: 6; E: -1; F: 90; G: -2; H: 3; I: -1.4; J: -0.1
6) Cc1ccc(N=C(N(C)C)P(=O)(N(C)C)N(C)C)cc1
  A: 0; B: 4; C: -1; D: -1; E: -5; F: 95; G: 0; H: 2; I: 0.5; J: -0.1
7) [N-]=[N+]=NCCN1CCC(O)CCC1=O (stereo not given)
  A: 3; B: -2; C: 3; D: -3; E: -5; F: 99; G: -3; H: 1; I: -0.4; J: -0.1
8) COC(=O)C1=C(c2ccc(F)cc2OCc2ccccc2)C[C@@H]2CC[C@H]1N2C(=O)NCc1ccc2c(c1)OCO2
  A: -3; B: -1; C: -4; D: 6; E: -5; F: 87; G: 1; H: 2; I: 1.8; J: 0.2
9) CC[C@H]1CN(C)C[C@@]2(C(=O)OC)Cc3c([nH]c4ccccc34)C(=O)C[C@@H]12
  A: 4; B: -2; C: 3; D: .; E: .; F: 106; G: -2; H: 0; I: -0.9; J: 0.0
10) Cc1oc(-c2ccccc2Cl)nc1CN1C(=O)CN=C(c2ccccc2)c2ccccc21
  A: .; B: -13; C: -5; D: 1; E: -7; F: 96; G: 1; H: 34; I: 0.5; J: -0.4
11) CSc1ccc(CN2CCN(c3ccccc3C)CC2)cc1
  A: -3; B: -10; C: -2; D: 1; E: 1; F: 100; G: -6; H: -3; I: -0.6; J: 0.0
12) CCOc1cc2c(cc1OCC)-n1cccc1C(c1cc(OC)ccc1F)NC2 (stereo not given)
  A: -11; B: -3; C: 0; D: 7; E: -4; F: 96; G: 3; H: 10; I: -0.1; J: -0.2
13) CC(=O)NCC(=O)Nc1ccc(Br)cc1C(=O)c1ccccc1
  A: 21; B: 1; C: 0; D: 12; E: -5; F: 101; G: 4; H: 0; I: 0.5; J: 0.0
14) COc1cc2c(cc1OC)C(C(=O)N1CCC3(CC1)OCCO3)C(c1ccccc1F)N(C)C2=O (stereo not given)
  A: -7; B: 41; C: 1; D: 0; E: -4; F: 86; G: -1; H: 6; I: 0.3; J: -0.1
15) O=[N+]([O-])c1c2ccccc2cc2ccccc12
  A: ?; B: -3; C: 0; D: .; E: .; F: 98; G: 0; H: 2; I: 3.5; J: 1.2
16) Cc1c2cnn(CC(=O)N3CCC4(CC3)OCCO4)c(=O)c2c(C)n1Cc1ccccc1
  A: 12; B: -2; C: 1; D: 3; E: -5; F: 114; G: 2; H: 1; I: 4.4; J: -0.1
17) COC(=O)c1cccc(NC(=O)N2C[C@H]3C[C@@H](C2)c2cccc(=O)n2C3)c1
  A: -4; B: 2; C: 2; D: .; E: .; F: 97; G: 4; H: 0; I: 2.9; J: 0.0
18) Cc1ccc(-c2nc3ccccc3c(=O)n2-c2ccccn2)cc1
  A: -10; B: -10; C: -2; D: 0; E: -3; F: 93; G: -4; H: -8; I: -1.1; J: -0.1
19) O=c1c([N+](=O)[O-])cn(O)cc1[N+](=O)[O-]
  A: -2; B: -4; C: 4; D: 0; E: -13; F: 95; G: 3; H: -4; I: 4.5; J: 0.1
20) c1ccc(CCNCc2cccs2)cc1
  A: -3; B: 5; C: -1; D: 1; E: -3; F: 96; G: 1; H: 11; I: -0.8; J: 0.1
21) Cn1c(O)c(/C=C/C=Nc2ccccc2)c(=O)n(C)c1=O
  A: 0; B: 23; C: 1; D: 10; E: -2; F: 107; G: 5; H: -1; I: 2.7; J: 0.0
22) CCS(=O)(=O)NCc1nnc2n1-c1ccc(Cl)cc1C(c1ccccc1)=NC2
  A: -14; B: 4; C: 0; D: 0; E: -4; F: 106; G: -5; H: 1; I: 0.5; J: -0.5

Reprinted, compounds 21–22
Abbreviations – A = Vif imaging; B = Cardio protect; C = N-glyco inh; D = PDI turbidity; E = CaV13 ICDI inh; F = ABCB6 inh MLPCN; G = m5-HT2A agonist; H = Exocytosis inh; I = iPSC survival up; J = aDG glyco up
21) Cn1c(O)c(/C=C/C=Nc2ccccc2)c(=O)n(C)c1=O
  A: 0; B: 23; C: 1; D: 10; E: -2; F: 107; G: 5; H: -1; I: 2.7; J: 0.0
22) CCS(=O)(=O)NCc1nnc2n1-c1ccc(Cl)cc1C(c1ccccc1)=NC2
  A: -14; B: 4; C: 0; D: 0; E: -4; F: 106; G: -5; H: 1; I: 0.5; J: -0.5

By substructure, the compounds so far with a halogen.
Abbreviations – A = Vif imaging; B = Cardio protect; C = N-glyco inh; D = PDI turbidity; E = CaV13 ICDI inh; F = ABCB6 inh MLPCN; G = m5-HT2A agonist; H = Exocytosis inh; I = iPSC survival up; J = aDG glyco up
2) COC(=O)C1=C(c2cccc(OCc3ccccc3)c2)C[C@@H]2CC[C@H]1N2C(=O)NCc1cc(C)oc1C(F)(F)F
  A: -4; B: -2; C: -7; D: 5; E: -10; F: 97; G: -3; H: 15; I: -3.0; J: 0.1
3) CCN1CCN(c2cn[nH]c(=O)c2Cl)CC1
  A: 0; B: 2; C: 1; D: -1; E: -35; F: 102; G: 2; H: 2; I: 1.4; J: 0.0
8) COC(=O)C1=C(c2ccc(F)cc2OCc2ccccc2)C[C@@H]2CC[C@H]1N2C(=O)NCc1ccc2c(c1)OCO2
  A: -3; B: -1; C: -4; D: 6; E: -5; F: 87; G: 1; H: 2; I: 1.8; J: 0.2
10) Cc1oc(-c2ccccc2Cl)nc1CN1C(=O)CN=C(c2ccccc2)c2ccccc21
  A: .; B: -13; C: -5; D: 1; E: -7; F: 96; G: 1; H: 34; I: 0.5; J: -0.4
12) CCOc1cc2c(cc1OCC)-n1cccc1C(c1cc(OC)ccc1F)NC2 (stereo not given)
  A: -11; B: -3; C: 0; D: 7; E: -4; F: 96; G: 3; H: 10; I: -0.1; J: -0.2
13) CC(=O)NCC(=O)Nc1ccc(Br)cc1C(=O)c1ccccc1
  A: 21; B: 1; C: 0; D: 12; E: -5; F: 101; G: 4; H: 0; I: 0.5; J: 0.0
14) COc1cc2c(cc1OC)C(C(=O)N1CCC3(CC1)OCCO3)C(c1ccccc1F)N(C)C2=O (stereo not given)
  A: -7; B: 41; C: 1; D: 0; E: -4; F: 86; G: -1; H: 6; I: 0.3; J: -0.1
22) CCS(=O)(=O)NCc1nnc2n1-c1ccc(Cl)cc1C(c1ccccc1)=NC2
  A: -14; B: 4; C: 0; D: 0; E: -4; F: 106; G: -5; H: 1; I: 0.5; J: -0.5

Screening data: PubChem BioAssay, several laboratories
